# TCR CD3 inh – inhibitors of human TCR-CD3 interaction, primary screen, biochemical, fluorescence, TAMRA-labeled TCR probe; T-cell receptor (TCR); inhibition, % at 9.4 µM; hit rate 0.37% among 360,000; in the data active means inhibition above about 19%;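 further: recombinant mutant TCR 2C K166C tagged with TAMRA read by polarization; 0% = receptor in buffer alone and 100% = receptor with positive control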
# SIAE primary – human SIAE inhibitors, primary screen, biochemical, fluorescence polarization, FP-Rh probe, 1536-well HTS; SIAE FP-Rh probe binding; hit rate 0.69% among 370,000; inhibition, % at 9.66 µM;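 active means inhibition above a cutoff: mean of compounds within the control limits plus 3 SD of those, cut at about 17% in these data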;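 further: 0% = plate median of compound wells and 100% = probe without SIAE protein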
# UHRF1 MBD2 ctr – UHRF1 methylated DNA binding inhibitors, primary screen, counter-screen for MBD2 inhibitor project, biochemical, TR-FRET, human UHRF1, single concentration | E3 ubiquitin-protein ligase UHRF1 (Homo sapiens), Q96T88 | UHRF1 binding to methylated oligo | inhibition, % at 4.4 µM | hit rate 0.75% among 370,000 | AID 687016, 2013; in the data active means inhibition above about 21%;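 further: UHRF1 SRA domain binding a hemimethylated CpG hairpin DNA probe; 0% = median of test compound wells and 100% = reference inhibitor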
# HTRA1 inh – HTRA1 serine protease inhibitors, primary screen, biochemical, fluorescence polarization, HTS; Q92743; recombinant HTRA1, FP-rhodamine activity-based probe; inhibition, % at 5.96 µM; hit rate 0.5% among 340,000; AID 504803, 2011; in the data active means inhibition above about 36%;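 further: 0% = enzyme with DMSO and 100% = wells lacking enzyme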
# PRMT1 FP inh – PRMT1 methyltransferase inhibitors, primary screen, biochemical, fluorescence polarization. Protein arginine N-methyltransferase 1 (Homo sapiens), Q99873. recombinant PRMT1, activity-based probe fluorescence polarization. inhibition, % at 2.79 µM. hit rate 1.3% among 370,000. AID 652257, 2013;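 active means inhibition above about 21% made by adding two undisclosed values, limit read from the data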
# Target sequence (Q99873 whole entry, looked up): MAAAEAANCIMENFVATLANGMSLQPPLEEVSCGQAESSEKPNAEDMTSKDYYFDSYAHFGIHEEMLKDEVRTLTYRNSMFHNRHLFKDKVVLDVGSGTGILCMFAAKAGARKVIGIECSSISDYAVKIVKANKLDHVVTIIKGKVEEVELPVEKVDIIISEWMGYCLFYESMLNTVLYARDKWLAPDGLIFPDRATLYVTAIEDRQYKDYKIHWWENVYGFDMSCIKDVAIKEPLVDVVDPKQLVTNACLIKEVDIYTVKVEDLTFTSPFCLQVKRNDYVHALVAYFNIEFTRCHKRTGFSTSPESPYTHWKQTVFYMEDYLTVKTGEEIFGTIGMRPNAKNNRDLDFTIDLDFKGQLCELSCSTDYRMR
# LEDGF integ inh – blockers of LEDGF/p75-dependent integrase strand transfer – biochemical, TR-FRET, high throughput, primary screen; TR-FRET IN-LEDGF/p75 DNA integration, Eu/Cy5; inhibition, % at 3.7 µM; hit rate 0.64% among 370,000; AID 743269, 2014;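 active means inhibition above the screen-wide mean plus 3 SD, cut at about 13% in these data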;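 further: signal is the Cy5 over europium emission ratio at 671 and 618 nm; 0% = plate median of compound wells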
# ABHD4 inh – ABHD4 inhibitors, primary screen, biochemical, fluorescence polarization, mouse; hit rate 0.54% among 370,000; (Lyso)-N-acylphosphatidylethanolamine lipase (Mus musculus), Q8VD66; AID 720543, 2013; inhibition, % at 8.92 µM; purified mABHD4, FP-Rh probe fluorescence polarization;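 active means inhibition exceeding the mean over every tested compound plus 3 SD, cut at about 30% in these data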;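 further: 0% = plate median of compound wells and 100% = S159A mutant with DMSO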
# Target sequence (Q8VD66 whole entry, looked up): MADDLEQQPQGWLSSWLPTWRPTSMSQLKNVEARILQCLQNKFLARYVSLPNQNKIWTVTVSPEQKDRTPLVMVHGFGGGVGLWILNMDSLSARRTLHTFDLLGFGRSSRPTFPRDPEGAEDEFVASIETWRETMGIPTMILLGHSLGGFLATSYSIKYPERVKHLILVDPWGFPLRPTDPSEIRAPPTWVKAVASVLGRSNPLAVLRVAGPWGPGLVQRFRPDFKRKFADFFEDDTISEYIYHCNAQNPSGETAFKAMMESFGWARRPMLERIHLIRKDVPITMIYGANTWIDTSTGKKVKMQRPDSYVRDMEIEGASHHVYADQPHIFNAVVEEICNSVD
#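 Doses – 8.92 µM, single dose · Material – wild-type mouse ABHD4 protein · Replication – single well per compound (singlicate) · Measure – percent inhibition of probe binding, normalized to plate controls · Schedule – 45 min compound pre-incubation plus 60 min probe step, 25 °C · Detection – fluorescence polarization with parallel and perpendicular emission, 525/598 nm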
# DDE Tn7 FP inh – inhibitors of Tn7 peptide binding to fibrin DD(E), primary screen, biochemical, fluorescence polarization, human fibrin, Tn7 probe | Fibrinogen beta chain (Homo sapiens), P02675 | FP displacement of FITC-Tn7 peptide from fibrin DD(E); 0% = median of compound wells per plate | inhibition, % at 8.3 µM | hit rate 0.13% among 370,000;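 active means inhibition above the mean of compounds falling within the control limits plus 3 SD of them, cut at about 14% in these data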;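 further: 0% = plate median of compound wells and 100% = 10 µM Aha-Tn7 peptide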
#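 Assay system: human fibrin DD(E). Input: DD(E) 2 µM final. Medium: Tris buffer with calcium and detergent, pH 7.8. Compound dosing: single point at 8.3 µM. Timing: 10 min plus 3 h, room temperature. Technique: fluorescence polarization of the labelled Tn7 tracer. Read-out: percent inhibition. Replicates: singlicate testing.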
# TDP2 inh – human TDP2 enzyme inhibitors, primary screen, biochemical, epi absorbance, recombinant enzyme | Tyrosyl-DNA phosphodiesterase 2 (Homo sapiens), O95551 | T5PNP hydrolysis, p-nitrophenol absorbance 415 nm | hit rate 0.34% among 370,000 | inhibition, % at 12.8 µM;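 active means inhibition above the mean of all tested compounds plus 3 SD, set per campaign, cut at about 25% in these data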;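 further: 0% = DMSO with enzyme and 100% = buffer with substrate but no TDP2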
#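 System – recombinant human TDP2 · Quantity – TDP2 enzyme at 120 nM final · Doses – single concentration, 12.8 µM nominal, with 1% DMSO · Incubation – 2 h at 37 °C · Measured by – epi absorbance of p-nitrophenol freed from T5PNP by hydrolysis · Read-out – % inhibition relative to enzyme-containing and enzyme-free wells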
# PG9 Ab binder – binders of HIV-1 gp120 antibody PG9, primary screen, biochemical, TR-FRET; TR-FRET gp120-PG9 antibody binding; inhibition, % at 6.7 µM; hit rate 0.43% among 360,000; AID 624416, 2012; in the data active means inhibition above about 8.5%
# The depositor's hits bear a star; / = not tested or not shown.
SMILES,TCR CD3 inh,SIAE primary,UHRF1 MBD2 ctr,HTRA1 inh,PRMT1 FP inh,LEDGF integ inh,ABHD4 inh,DDE Tn7 FP inh,TDP2 inh,PG9 Ab binder
COc1cc(OC)cc(C(=O)NCc2n[nH]c(=S)n2-c2ccccc2OC)c1,-5,-2,-1,-4,8,1,0,0,-9,1.0
COc1cc(C(=O)Oc2c(OC)cc(C(=S)N3CCOCC3)cc2OC)cc(OC)c1OC,-9,-2,24*,6,5,-3,1,1,-6,-0.1
CC(=O)NCCc1c(C)n(Cc2ccccc2)c2ccccc12,9,4,1,0,-3,0,1,-1,11,0.4
COc1cc(OC)cc(C(=O)N2CCN(C(=O)c3ccc(-c4ccccc4)cc3)CC2)c1,16,1,0,-12,-3,1,-4,9,3,0.7
CC(C)(C)C(=O)/C=c1\[nH]c(=O)/c(=C\c2ccc(C#N)cc2)s1,-8,-2,-2,1,-2,3,2,3,5,-1.0
COc1ccc(/C=N/NC(=O)C2c3ccccc3-c3ccccc32)cc1,2,-16,3,-18,1,-3,-7,-9,1,0.4
Cc1cc(=O)[nH]c2ccc(S(=O)(=O)Nc3ccccc3)cc12,-4,-2,3,-5,-1,5,-2,3,-14,-2.5
CCOc1ccc2oc(C(=O)N3CCN(c4ccccn4)CC3)c(C)c2c1,-5,-2,2,-16,0,-7,3,-3,-6,-0.4
COc1ccc(CN2C[C@@H](CO)O[C@@H](n3cnc4c(N5CCN(C)CC5)ncnc43)C2)cc1,2,3,7,/,7,2,-11,-1,-7,0.7
CCN1C[C@@H]2[C@@H]3C(=O)N(Cc4ccccc4)C(=O)[C@@H]3[C@](C)(C(=O)OC)N2C1=NC1CCCCC1,-3,-1,-1,3,0,2,3,-8,-2,-2.2
CCn1c(=O)c(C(=O)NNC(=O)c2ccccc2Br)c(O)c2ccccc21,7,1,-1,1,-2,0,-10,-8,-4,0.0
CN(C)C(=O)c1cc(C(=O)c2ccccc2Cl)c[nH]1,4,6,1,2,1,5,-4,-7,5,-2.0
COc1sc(SC)cc1/C=N/NC(=O)c1ccncc1,-7,1,3,-3,38*,-5,-12,2,-11,-1.8
CC1CCCC(NC(=O)c2cc(S(=O)(=O)N3CCOCC3)ccc2F)C1C (centres undefined),0,1,0,-6,-1,0,4,1,10,-2.0
O=C(Cc1ccc(Br)cc1)NC1CCN(Cc2ccccc2)CC1,0,8,0,-23,-8,2,4,1,-20,-1.2
O=C(CCN1C(=O)/C(=C\c2ccccc2F)SC1=S)N1CCOCC1,2,4,-1,-7,-4,-2,-2,0,-1,0.3
CN(C)CCCNC(=O)c1cc(C(=O)Cc2ccccc2)c[nH]1,0,3,2,-3,0,3,4,-1,7,-3.4
COc1ccccc1Cc1c(-c2ccccc2)nc2ccc(C)cn12,-4,3,15,/,-1,-1,-5,-4,2,-1.1
O=S1(=O)c2ccc(N3CCCC3)cc2Oc2ccccc2CN1Cc1cn(Cc2ccc(C(F)(F)F)cc2)nn1,/,3,1,/,-4,-1,6,5,9,/
CCCNC(=O)NC(=O)COC(=O)c1ccc(S(=O)(=O)N(C)c2ccccc2OC)cc1,-4,1,3,2,6,-2,-6,3,7,0.3
O=S(=O)(c1ccccc1)c1ncc(C(F)(F)F)cc1O,-13,-7,3,6,6,-1,-8,2,-11,-0.7
CCN(c1ccccc1)S(=O)(=O)c1ccc(Cl)c(NC(=O)CNCc2ccccc2OC)c1,-2,-3,2,-21,0,-2,14,8,-2,0.3
Cc1cc(S(=O)(=O)N2CCOCC2)ccc1OCC(=O)N1CCCC1,-4,1,0,-6,-2,1,-3,2,8,1.5
CN1C(=O)NC(c2ccccc2)C2=C1CN(CCc1ccccc1)C2=O (centres undefined),-2,0,0,2,-2,-1,1,0,13,1.2
CCN(C(=O)COC(=O)c1cc(=O)[nH]c2ccccc12)c1c(N)n(Cc2ccccc2)c(=O)[nH]c1=O,6,-7,-2,1,-5,-3,2,3,1,-0.5
O=C1C2CCCN2C(=O)N1CCCCN1CCN(CCO)CC1 (centres undefined),6,-7,1,14,-1,3,-1,2,-2,-1.1
COc1c(OC(C)=O)ccc(/C=C/c2ccc3cccc(OCc4ccccc4)c3n2)c1[N+](=O)[O-],-4,28*,7,-7,2,1,-11,2,0,1.0
CCOc1ccc(C(=O)N(CC)CC(=O)Nc2ccc3c(c2)OCCO3)cc1,0,-2,3,5,-2,-1,2,6,-1,0.7
Cc1c(NC(=O)c2cc(-c3ccc(Br)cc3)on2)c(=O)n(-c2ccccc2)n1C,0,0,-1,-11,-4,2,2,0,2,-0.4
Cc1cccc(N(CC(=O)NCc2ccccc2)C(=O)Cn2nnc(-c3ccc(C)o3)n2)c1,7,-3,-1,-30,0,5,2,0,-5,-2.1
COc1ccc(CNC(=O)CN2C(=O)NC3(CCCCCCC3)C2=O)cc1,-1,2,0,4,0,-3,6,-2,1,1.8
Cc1ccc(C(=O)N2CCCC(CCC(=O)NCc3ccc(F)c(F)c3)C2)cn1 (centres undefined),7,-5,2,1,-1,-1,3,-1,-7,0.1
CC(C)COC(=O)C(C#N)c1nc2ccccc2nc1N1CCN(Cc2ccccc2)CC1 (centres undefined),0,0,-3,-4,-2,5,1,13,7,0.9
CCOC(=O)C1CCN(C(c2cccnc2)c2c(NC(=O)c3ccco3)sc(C)c2C)CC1 (centres undefined),10,4,-2,-7,3,0,2,9,6,-2.5
COCCn1c(N)c(C(=O)OCc2ccccc2)c2nc3ccccc3nc21,3,-3,-6,-30,-3,6,-12,-7,14,-2.6
c1ccc(-c2ncc3ccccn23)cc1,-2,6,2,2,-4,-2,-4,-2,-3,-1.6
O=C(CC(O)(c1ccccc1)C(F)(F)C(F)F)c1cccs1 (centres undefined),5,-5,0,-8,-2,2,0,-3,9,-1.5
O=C(COC(=O)c1ccc(F)cc1)Nc1cc(S(=O)(=O)N2CCOCC2)ccc1N1CCCC1,-1,0,-3,0,1,-2,7,4,0,-1.0
CCOc1ccccc1NC(=O)CSc1nc(=O)n(Cc2ccncc2)c2c1CCC2,1,-4,0,-4,-1,3,-2,2,0,-0.8
COc1ccccc1NC(=O)Nc1nn(C)c2cccc(OC)c12,-7,-7,6,5,6,1,-4,1,-10,0.9
CC1(C)OC(=O)C(=NNc2ccc(Cl)cc2)C(=O)O1,-1,5,1,8,1,0,6,-2,3,1.3
Cc1sc2nc(C)n(/N=C/c3ccccc3)c(=O)c2c1C,4,0,0,1,-3,-1,-3,1,10,-1.6
Cc1cc(=O)oc2c3c(cc(OCC(=O)N4CCC[C@H]4C(=O)O)c12)OC(C)(C)CC3,1,2,-2,-13,4,0,1,0,2,0.7
CN(C(=O)COC(=O)c1cc(Br)c(Br)s1)C1CCS(=O)(=O)C1 (centres undefined),5,-3,-4,4,-2,-1,3,3,-4,0.3
COC(=O)c1ccc(N2CCOCC2)c(NC(=O)c2cccnc2)c1,-2,0,3,-3,2,-3,-1,0,1,0.0
COc1cc(CNCc2ccccc2)cc(Cl)c1OC,5,2,-1,5,-10,3,-1,2,6,0.5
O=C(Cc1coc2ccc3ccccc3c12)NCc1cccs1,-6,7,-4,-11,-2,0,-6,2,8,-0.9
O=C(NCCCN1CCCC1=O)c1ccc(NS(=O)(=O)c2ccccc2)cc1,-2,2,4,1,-2,-1,3,2,-8,-1.2
NC(=S)Nc1cccc2[nH]ncc12,4,2,0,12,0,4,5,-5,0,-4.7
